Compound activity as filed in PubChem.
GCN5L2 inh: blocks human GCN5L2 histone acetyltransferase; GCN5L2 HAT assay, ThioGlo1 CoA-SH fluorescence; Potency, µM (series often up to 58.9 µM), for inactives: at the top dose activity change, negative = inhibition, usual class: inhibitors; 390,000 tested, 0.21% active
Target sequence (Q92830 whole entry, looked up): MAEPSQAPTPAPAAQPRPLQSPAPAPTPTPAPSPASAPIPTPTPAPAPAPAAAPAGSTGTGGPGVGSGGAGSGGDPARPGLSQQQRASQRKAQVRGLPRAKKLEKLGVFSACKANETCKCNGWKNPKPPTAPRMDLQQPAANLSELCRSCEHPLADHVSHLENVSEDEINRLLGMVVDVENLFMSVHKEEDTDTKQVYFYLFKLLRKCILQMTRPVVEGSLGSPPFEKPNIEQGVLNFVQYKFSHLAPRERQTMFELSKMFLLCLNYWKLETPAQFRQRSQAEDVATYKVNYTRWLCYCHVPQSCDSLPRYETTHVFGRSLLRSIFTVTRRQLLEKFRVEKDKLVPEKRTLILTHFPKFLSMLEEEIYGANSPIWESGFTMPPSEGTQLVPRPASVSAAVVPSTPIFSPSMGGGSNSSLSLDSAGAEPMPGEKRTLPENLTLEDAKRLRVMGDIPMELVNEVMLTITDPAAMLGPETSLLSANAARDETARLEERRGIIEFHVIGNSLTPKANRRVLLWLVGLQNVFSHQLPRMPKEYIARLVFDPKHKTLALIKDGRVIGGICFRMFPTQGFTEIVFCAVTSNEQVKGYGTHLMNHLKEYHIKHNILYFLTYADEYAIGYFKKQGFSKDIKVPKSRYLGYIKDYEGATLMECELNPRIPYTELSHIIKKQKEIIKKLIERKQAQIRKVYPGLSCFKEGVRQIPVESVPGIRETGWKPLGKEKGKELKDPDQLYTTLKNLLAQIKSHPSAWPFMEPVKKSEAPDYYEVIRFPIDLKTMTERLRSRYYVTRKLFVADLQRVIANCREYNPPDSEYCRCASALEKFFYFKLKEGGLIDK
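Titration-based screen in which CoA formation is detected via maleimide probe ThioGlo1 (50uM) turning fluorescent on thiol reaction; substrates H3(1-25) 75uM and acetyl-CoA 70uM, GCN5L2 20nM, 20 min incubation at room temperature.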
TDP1 cell noCPT: qHTS for Inhibitors of human tyrosyl-DNA phosphodiesterase 1 (TDP1): qHTS in cells in absence of CPT; DT40 Tdp1-/- hTDP1 cells, no CPT, ATP luminescence, 48 h; Potency, µM (top dose mostly 46.2 µM), for the others: top-dose activity change, negative = growth inhibition, most hits filed as inhibitors; 420,000 tested, 15% active; note: nearly all actives have a fitted effect of over 55% in size
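Seeded 400 DT40-hTDP1 cells/well (vehicle DMSO, no 20 nM CPT); pinned compounds; ≥48 hr at 37 °C; CellTiter-Glo luminescence as viability measure.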
TDP1 cell CPT: DT40-hTDP1 cell growth loss with CPT; Potency, µM (highest dose often 46.2 µM), for the others: at the highest dose activity change, negative = growth inhibition, most hits filed as inhibitors; chicken DT40 Tdp1-/-;hTDP1 cells + 20 nM CPT, ATP luminescence, 48 h; 420,000 tested, 12% active; note: nearly all actives have a fitted effect of over 55% in size
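Cell growth measured by CellTiter-Glo luminescence after a minimum 48 h, 37 C compound exposure with 20 nM CPT in Tdp1-knockout DT40 cells stably expressing hTDP1, seeded 400/well; qHTS titration format.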
Active calls of the source: *; ? = inconclusive; . = no result given; & = joins results of further samples; [ ] = remark or other dose. Calls come from the whole dose curve; as a rule, active = well fitted curve in the direction sought with a large enough effect; inconclusive = small, poorly fitted or top-dose-only effect, or another doubt; inactive = no such curve, though single readings can be large; an effect the other way counts as inactive or inconclusive. % is set by controls: 0 for no effect and ±100 for the full control effect; potency is the fitted concentration of half-maximal effect. These rows are one share of the data; the hit share may differ from the screen's.

Every second line gives: GCN5L2 inh, TDP1 cell noCPT, TDP1 cell CPT
> COc1ccc(CCNC(=O)c2c3c(nc4ccccc24)C(=O)N(C2CCCCC2)C3)cc1OC
  -5.5%, 23.1µM*, 20.6µM*
> O=C1COc2ccc(NC(=O)N3CCN(c4ccc(F)cc4)CC3)cc2N1
  -4.5%, ?, ?
> O=C(NCc1cccc(C(F)(F)F)c1)C1C(=O)Nc2ccccc2C(=O)N1C1CCCC1 (centres undefined)
  ., -21.9%, ?
> Cc1nn(-c2ccccc2)c2sc(C(=O)Nc3cccc(Br)c3)cc12
  -8.6%, ?, ?
> NC(=O)c1nsc(C(=O)N(c2ccc(F)cc2)C(C(=O)NCC2CCCO2)c2ccc3ncccc3c2)c1N (centres undefined)
  -9.5%, -11.4%, -11.5%
> CCN(CC)S(=O)(=O)c1ccc(-c2cn3cc(Cl)ccc3n2)cc1
  -8.0%, 18.4µM*, ?
> Fc1ccc2[nH]c3c(NCCN4CCOCC4)ncnc3c2c1
  -8.1%, ?, ?
> COc1ccccc1NC(=O)N(C)C[C@@H]1OCc2ccccc2-c2c(n(C)c3ccccc23)C(=O)N([C@H](C)CO)C[C@@H]1C
  ., 23.1µM*, 20.6µM*
> CCc1cc2c(=O)c(-c3nc4ccccc4n3C)coc2c(CN2CCN(C)CC2)c1O
  -5.9%, -0.7%, -0.2%
> CCn1cc(S(=O)(=O)NCc2ccc3c(c2)OCO3)cn1
  -7.4%, 4.0%, -3.5%
> CC(C)c1ccc(/C=C/C(=O)Nn2cnnc2)cc1
  ., 0.5%, 1.5%
> CCN(CC)CCn1c2c(c(SCC(=O)NCc3ccccc3)nc1=O)CCC2
  3.2%, -1.3%, 5.8%
> Cc1ccc(F)cc1NC(=O)N1CCN(c2ccnc3cc(Cl)ccc23)CC1
  2.9%, ?, ?
> CCC1CCc2sc(C(=O)NNC(=S)NCC3CCCO3)cc2C1 (centres undefined)
  6.2%, ?, ?
> CC1CN(C(=O)c2ccccc2)C(=Nc2cccc(S(=O)(=O)N(C)C)c2)S1 (centres undefined)
  1.7%, -9.4%, -21.2%
> CCOC(=O)CNC(=O)CSc1nc(Cc2ccccc2)nc2ccccc12
  0.0%, -26.0%, ?
> c1ccc2c(c1)COC(CN1CCCCC1)OC2
  -14.5%, -14.0%, 1.5%
> Cc1cc(=O)oc2cc(O[C@@H]3O[C@H](CO)[C@H](O)[C@H](O)[C@H]3O)ccc12
  -1.7%, 1.3%, 23.3%
> Cc1cc(C)c(NC(=O)c2ccc(CNS(=O)(=O)c3cc(C(F)(F)F)ccc3Cl)cc2)c(C)c1
  -0.4%, 16.4µM*, 20.6µM*
> Cc1cc(NCCN2CCOCC2)n2c(nc3ccccc32)c1C#N
  -6.2%, -23.3%, 9.6%

Taken from the listing for reference:
Every second line gives: GCN5L2 inh, TDP1 cell noCPT, TDP1 cell CPT
> Cc1nn(-c2ccccc2)c2sc(C(=O)Nc3cccc(Br)c3)cc12
  -8.6%, ?, ?
> NC(=O)c1nsc(C(=O)N(c2ccc(F)cc2)C(C(=O)NCC2CCCO2)c2ccc3ncccc3c2)c1N (centres undefined)
  -9.5%, -11.4%, -11.5%
> CCN(CC)S(=O)(=O)c1ccc(-c2cn3cc(Cl)ccc3n2)cc1
  -8.0%, 18.4µM*, ?
> Fc1ccc2[nH]c3c(NCCN4CCOCC4)ncnc3c2c1
  -8.1%, ?, ?
> COc1ccccc1NC(=O)N(C)C[C@@H]1OCc2ccccc2-c2c(n(C)c3ccccc23)C(=O)N([C@H](C)CO)C[C@@H]1C
  ., 23.1µM*, 20.6µM*
> CCc1cc2c(=O)c(-c3nc4ccccc4n3C)coc2c(CN2CCN(C)CC2)c1O
  -5.9%, -0.7%, -0.2%
> CCn1cc(S(=O)(=O)NCc2ccc3c(c2)OCO3)cn1
  -7.4%, 4.0%, -3.5%
> CC(C)c1ccc(/C=C/C(=O)Nn2cnnc2)cc1
  ., 0.5%, 1.5%
> CCN(CC)CCn1c2c(c(SCC(=O)NCc3ccccc3)nc1=O)CCC2
  3.2%, -1.3%, 5.8%
> Cc1ccc(F)cc1NC(=O)N1CCN(c2ccnc3cc(Cl)ccc23)CC1
  2.9%, ?, ?
> CCC1CCc2sc(C(=O)NNC(=S)NCC3CCCO3)cc2C1 (centres undefined)
  6.2%, ?, ?
> CC1CN(C(=O)c2ccccc2)C(=Nc2cccc(S(=O)(=O)N(C)C)c2)S1 (centres undefined)
  1.7%, -9.4%, -21.2%
> CCOC(=O)CNC(=O)CSc1nc(Cc2ccccc2)nc2ccccc12
  0.0%, -26.0%, ?
> c1ccc2c(c1)COC(CN1CCCCC1)OC2
  -14.5%, -14.0%, 1.5%

Molecules from the list above containing an aryl thioether with sulfur outside any ring (2):
Every second line gives: GCN5L2 inh, TDP1 cell noCPT, TDP1 cell CPT
> CCN(CC)CCn1c2c(c(SCC(=O)NCc3ccccc3)nc1=O)CCC2
  3.2%, -1.3%, 5.8%
> CCOC(=O)CNC(=O)CSc1nc(Cc2ccccc2)nc2ccccc12
  0.0%, -26.0%, ?

More records follow:
Every second line gives: GCN5L2 inh, TDP1 cell noCPT, TDP1 cell CPT
> CC(C)Nc1ncnc2c1ncn2[C@H]1CN(Cc2cccs2)C[C@@H](CO)O1
  ., -22.6%, -4.9%
> CCc1nnc(NC(=O)c2c(O)c3c([nH]c2=O)CCCC3)s1
  -2.9%, -24.8%, ?
> Nc1ncnc2c1ncn2[C@@H]1O[C@H](COP(=O)(O)OP(=O)(O)O)[C@@H](O)[C@H]1O
  3.2%&-20.4%, -10.9%&-15.4%, -7.2%&2.4%
> O=C(NCCc1cccs1)C1CC(c2cccc(F)c2)=NO1 (centres undefined)
  -0.8%, -10.0%, 2.0%
> O=C1CC(C(=O)N(c2cccc(F)c2)C(C(=O)NC2CCCC2)c2ccccn2)CS1 (centres undefined)
  -1.1%, 5.7%, 7.7%
> CCOc1ccc(NS(=O)(=O)c2cc(OCC(N)=O)c(C)cc2Cl)cc1
  -5.4%, -23.7%, -26.3%
> O=C(O)C1CCN(S(=O)(=O)c2ccc(Oc3ccccc3)cc2)CC1
  -11.8%, -26.9%, -12.3%
> CCN(CC(=O)Nc1ccc(NC(C)=O)cc1)C(=O)c1oc2ccccc2c1C
  1.2%, -3.4%, 4.1%
> COc1ccc(C2=CC3=C(Br)C(=O)C(C)(OC(=O)c4cccs4)C(=O)C3=CO2)cc1 (centres undefined)
  ., ?, ?
> O=C(/C=C/c1ccc([N+](=O)[O-])cc1)NCCc1ccc(F)cc1
  2.7%, ?, ?
> CC(=O)n1cc(/C=N/NC(=O)c2ccccc2O)c2ccccc21
  13.6%, 10.0%, -5.5%
> CCCCCCCCN1C(=O)[C@H](CC(=O)N2CCCC2)C[C@@]2(C(=O)OC)CC(C)(C)CC=C12
  ., ?, 9.2µM*
> CCCS(=O)(=O)NCc1c(C)ncc2c1CCN(C(=O)/C=C/c1ccc(F)cc1F)C2
  ., -23.6%, -2.6%[9.04 µM]
> O=C(CSc1nnc(CNC(=O)c2ccc(F)cc2)o1)NCCc1ccccc1
  -0.9%, -17.8%, -10.7%
> CCO[C@@H]1OC(C(=O)N2CCCCCCC2)=C[C@H](c2csc3ccccc23)[C@H]1CCCO
  2.5%, 23.1µM*, 20.6µM*
> CCS(=O)(=O)N1CCCC(C(=O)NCc2cccnc2)C1 (centres undefined)
  -9.9%, 12.1%, -13.8%
> O=c1c2cc3c(cc2nc2sc(Nc4ccccc4)nn12)OCO3
  -1.1%, ?, 2.8%
> CCOc1cc(C(=O)N(C)Cc2cc3cc(OC)ccc3[nH]c2=O)cc(OCC)c1OCC
  -5.7%, -29.6%, 8.7%
> Cc1ccc2sc(-c3ccc(NC(=O)c4cc(-n5cnnc5)ccc4Cl)cc3)nc2c1
  -9.6%, 9.2µM*, 13µM*
> CC(NC(=O)CCn1ccc2cc(S(=O)(=O)N3CCCC3)ccc21)c1ccccc1 (centres undefined)
  -5.1%, -8.7%, -10.2%
> COc1ccc(CC(=O)OC(C)C(=O)NC2CCCCC2C)cc1 (centres undefined)
  -13.2%, -28.0%, 1.6%
> CC(C)CC1NC(=O)N(CC(=O)Nc2ccc(-c3ccccc3)cc2)C1=O (centres undefined)
  -4.2%, ?, -24.9%
> Cc1cc(Nc2cccc(F)c2)n2ncnc2n1
  -1.1%, -1.8%, 5.5%
> COc1cc2c(cc1OC)C(=O)C(c1ccc3c(c1)OCO3)CC2 (centres undefined)
  ., ?, ?
> O=C(NCCc1ccccc1)C1(c2cccs2)CCOCC1
  -7.9%, -22.9%, -15.3%
> Cc1ccc(CCNS(=O)(=O)c2cc3c(cc2C)n(C)c(=O)c(=O)n3C)cc1
  ?, ?, ?
> C=CCn1c(CSCc2ccc(Cl)cc2)nnc1SCC(=O)NCc1ccccc1
  -0.1%, ?, 1.1%
> Cc1ccc([N+](=O)[O-])cc1N=Cc1ccc(Br)s1
  0.5%, -5.0%, -17.3%
> CC1CCN(CCCNC(=O)c2ccc(CS(=O)(=O)Cc3ccccc3F)o2)CC1
  1.9%, 4.5%, 13.8%
> COc1ccccc1NC(=O)Nc1sccc1-c1nc2ccccc2s1
  -3.7%, ?, ?
> CNC(=O)OCc1nc(SC2CCCCO2)n(C)c1COC(=O)NC (centres undefined)
  ., -10.0%, ?
> O=C(c1cccc(F)c1)N1CCC[C@@]2(CCN(Cc3ccccc3)C2)C1
  6.8%, -21.8%, 14.1%
> Cc1cc(C(F)(F)F)nn1Cc1ccc(C(=O)NCc2ccco2)o1
  -10.3%, 13µM*, 16.4µM*
> COc1ccc(/C=C2\CCCC3C2=NN(C(=O)c2scnc2C)C3c2ccc(OC)c(OC)c2)cc1OC (centres undefined)
  3.5%, ?, ?
> COc1ccccc1C1(CC(=O)O)CCOC(C(C)C)C1 (centres undefined)
  -4.4%, -2.0%, 3.5%
> N[C@H](Cn1ccc(=O)n(Cc2ccccc2C(=O)O)c1=O)C(=O)O
  -10.4%, -8.0%, -9.8%
> CCOc1cccc(C2C(C#N)=C(N)Oc3cc(C)[nH]c(=O)c32)c1OCC (centres undefined)
  4.1%, 4.6%, 6.9%
> COc1ccc(C)cc1S(=O)(=O)N(C)CC(=O)N1CCC(C)CC1
  -10.2%, -3.2%, 0.1%
> O=C(Nc1cc(-c2nc3ccccc3o2)ccc1Cl)c1ccc(Br)o1
  -4.0%, -12.6%, -27.4%
> CN(Cc1ccc2c(c1)CCCN2C)C(=O)[C@H]1O[C@@H](n2ccc(=O)[nH]c2=O)[C@H](O)[C@@H]1O
  ., -1.3%, 2.1%
> COC(=O)c1ccc(NS(=O)(=O)c2ccc(SC)cc2)cc1
  -7.6%, -8.3%, -2.0%
> COc1ccc(S(=O)(=O)N(C)CC(=O)N2CCCC2)cc1Cl
  -1.2%, -25.7%, -0.4%
> COCCOCC(O)CN1CCN(c2ccc(C)cc2)CC1 (centres undefined)
  -4.3%, -18.0%, -4.7%
> CNC(=O)COc1ccc(-c2nn(C)c(=O)c3ccccc23)cc1
  -2.7%, -13.6%, -28.9%
> O=C(Cc1cccs1)N1CCCC(c2nc3c(nnn3Cc3ccccc3Cl)c(=O)[nH]2)C1 (centres undefined)
  -1.4%, ?, ?
> CCN(CC)CCCn1c(SCC(=O)Nc2cccc(F)c2)nnc1-c1ccoc1C
  -11.6%, 5.7%, 0.0%
> COc1cc(OC)cc(C(=O)NNC(=O)CCC(=O)c2cccs2)c1
  -1.1%, 4.5%, 0.7%
> CCCCCn1c(CN2CCN(C)CC2)nc2c1c(=O)n(C)c(=O)n2C
  -5.3%, -10.2%, -2.1%
> O=C(O)c1ccc(N2C(=O)CC(N3CCN(c4ccc(Cl)cc4)CC3)C2=O)cc1 (centres undefined)
  -15.2%, 9.9%, -1.8%
> COc1cccc(CN(C)C(=O)c2ccc(Oc3ccccc3)cc2)c1OC
  -1.8%, 20.6µM*, 25.9µM*
> CCCCc1cc(=O)oc2cc(C)cc(OC(C)C(=O)NCc3ccncc3)c12 (centres undefined)
  -25.2%, -10.0%, ?
> COC(=O)[C@H](Cc1ccccc1)NC(=O)Cn1cnc2c(NCc3ccccc3)ncnc21
  0.4%, ?, 3.3%
